Screening data: PubChem BioAssay, Broad Institute
PAX8 reporter: inhibitors of PAX8-driven TPO luciferase reporter, primary screen, RMG-I cells, single concentration; SteadyGlo, 24 h; inhibition, % at 12.6 µM; hit rate 1.2% among 360,000;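 active means mean replicate inhibition at least 60% with every replicate also reaching 60%; inconclusive means only one of the two criteria is met; inactive means mean below 60% and not all replicates reaching 60%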;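 further: luciferase light reporting Pax8 driven TPO promoter activity; plate controls were median of neutral control wells for no effect and mitoxantrone controls for full effect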
ARNT-TACC3 inh: disruptors of ARNT/TACC3 protein interaction, primary screen, biochemical, AlphaScreen, single concentration | Transforming acidic coiled-coil-containing protein 3 (Homo sapiens), Q9Y6A5 | AlphaScreen His-ARNT PAS-B/GST-TACC3 binding, luminescence; TACC3 fragment carries E629A point mutation | inhibition, % at 9.99 µM | hit rate 0.66% among 390,000 | AID 623870, 2012;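 active means mean inhibition of replicates at least 50% and at least half of replicates each reaching 50%; inconclusive means half or more replicates reach 50% but mean below 50%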;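 further: 0% = complete ARNT plus TACC3 wells and 100% = ARNT alone without TACC3; many hits fall short of the cut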
DENV2 CPE rescue: inhibitors of DENV2 cytopathic effect, primary screen, cell-based, plate reader, single concentration; AID 651640, 2012; hit rate 1.7% among 350,000; DENV2-infected cells, cytopathic effect rescue; CPE inhibition, % at 9.99 µM; in the data active means CPE inhibition above about 20%, passing the limit was not always enough; inconclusive means no clear call, values can overlap the other calls; tested in BHK-21 cells;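 further: 0% = median of neutral control wells and 100% = median of positive control wells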
LGR2 antag: inhibitors of bursicon-induced LGR2 CRE-luciferase signal, primary screen, cell-based, HEK293, CRE-luciferase reporter, bursicon stimulation; bursicon-stimulated, 4 h; inhibition, % at 9.99 µM; hit rate 0.35% among 380,000; AID 720647, 2013;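 active means drop in luminescence signal, shown as inhibition above about 50% in the replicate tests, limit read from the data, passing the limit was not always enough; inconclusive means probably only some replicates passing the limit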;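 further: agonist challenge used bursicon conditioned medium at about half maximal strength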
SIRT5 block: SIRT5 desuccinylase inhibitors, primary screen, biochemical, fluorescence imaging, single point, set 5; Purified SirT5, succinyl-peptide AMC, trypsin-coupled fluorescence; inhibition, % at 15 µM; hit rate 1.1% among 330,000; NAD-dependent protein deacylase sirtuin-5, mitochondrial (Homo sapiens), Q9NXA8; in the data active means inhibition above about 15%; inconclusive means no clear call, values can overlap the other calls
Target sequence (Q9NXA8 whole entry, looked up): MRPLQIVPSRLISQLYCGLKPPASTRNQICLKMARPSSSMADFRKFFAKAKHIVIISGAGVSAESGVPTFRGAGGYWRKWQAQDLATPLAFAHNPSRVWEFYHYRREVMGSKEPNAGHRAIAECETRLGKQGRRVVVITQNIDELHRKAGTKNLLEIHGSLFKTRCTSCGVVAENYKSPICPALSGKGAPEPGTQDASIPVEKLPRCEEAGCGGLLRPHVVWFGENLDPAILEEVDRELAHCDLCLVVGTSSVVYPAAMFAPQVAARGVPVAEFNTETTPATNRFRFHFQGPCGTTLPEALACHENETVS
EWS-Fli inh: EWS/Fli-driven NR0B1 reporter inhibitors, primary screen, A673 cells, NR0B1 luciferase, luminescence, MLPCN library. hit rate 0.67% among 350,000. inhibition, % at 12.6 µM. viability-normalised. AID 651661, 2012;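 active means mean inhibition of at least 50% after viability correction, with every replicate also passing that limit; inconclusive means mean reaches 50% but only one of two replicates passes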;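 further: firefly luciferase signal divided by Alamar Blue viability fluorescence both relative to DMSO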
CASP6 VEID inh: human caspase-6 inhibitors, primary screen, biochemical, VEID-R110 fluorescence, single point, set 2 | P55212 | purified caspase-6, Z-VEID-R110 cleavage fluorescence | inhibition, % at 12.5 µM | hit rate 0.53% among 350,000 | AID 686996, 2013;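 active means mean inhibition across replicates at least about 35%, with every replicate also reaching that limit, limit read from the data; inconclusive means only one of the two criteria met; inactive means neither criterion met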;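 further: 0% = median of neutral control wells and 100% = no fluorescence left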
Target sequence (P55212 24-179 limits assumed): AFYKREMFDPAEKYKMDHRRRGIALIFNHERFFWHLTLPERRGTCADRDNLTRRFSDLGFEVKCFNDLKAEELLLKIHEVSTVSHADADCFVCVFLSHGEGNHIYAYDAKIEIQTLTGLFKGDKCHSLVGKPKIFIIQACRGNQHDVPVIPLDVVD
Target sequence (P55212 194-293 limits assumed): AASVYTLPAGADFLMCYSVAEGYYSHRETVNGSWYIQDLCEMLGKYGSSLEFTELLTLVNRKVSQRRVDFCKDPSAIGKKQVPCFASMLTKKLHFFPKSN
Numbers without * were called inactive; u = inconclusive; x = no result given; & = joins results of further samples.

structure	PAX8 reporter	ARNT-TACC3 inh	DENV2 CPE rescue	LGR2 antag	SIRT5 block	EWS-Fli inh	CASP6 VEID inh
C[C@@H]1CCCCO[C@H](CN(C)Cc2ccc(C(F)(F)F)cc2)[C@H](C)CN([C@@H](C)CO)C(=O)c2cc(NC(=O)Nc3cccc4ccccc34)ccc2O1	21	3	-16	15	x	4	x
CCN(CC)C(=O)[C@H]1CC(CC(=O)NCc2cccc(C(F)(F)F)c2)C(=O)N2CCc3c([nH]c4ccc(OC)cc34)[C@]12C (some centres undefined)	7	7	x	1	3	9	2
O=C(CC1C(=O)NCCN1Cc1ccccc1F)NC1CCCCCC1 (centres undefined)	x	0	-3	-4	-2	8	5
Cc1ccc(S(=O)(=O)N[C@@H]2C=C[C@@H](CC(=O)O)O[C@H]2CO)cc1	3	-10	5	-2	0	-6	-5
COc1ccccc1-c1ccc(C2[C@@H]3CN(S(=O)(=O)c4ccc(C)cc4)C[C@H]2N3)cc1 (some centres undefined)	11	x	-22	9	x	4	x
CCCCc1ccc(N/C(N)=N/c2nc(C)cc(C)n2)cc1	36	x	-14	x	3	25	-3
NC(=O)Cn1cc(C(=O)COc2ccccc2)c2ccccc21	-6	x	-1	17	-1	-15	-1
CCC(C(=O)Nc1cccnc1Cl)c1ccccc1 (centres undefined)	-2	4	-5	24	-3	0	0
COc1ccc(OC)c(S(=O)(=O)Nc2cc3c(cc2N2CCCC2)n(C)c(=O)c(=O)n3C)c1	6	14	5	16	6	-3	24
C[C@@]12C(=O)Nc3ccc(F)cc3C(=O)N1[C@H]1c3cc(Br)ccc3OC[C@@H]1[C@@H]2c1ccccc1	21	2	0	23	x	32	4
CC(=O)NCCN1C(=O)C2C3c4ccccc4C(c4ccccc43)C2C1=O (centres undefined)	x	5	x	6	-3	x	0
C=CCn1c(O)c(C=Nc2ccc(CN3CCCCC3)cc2)c(=O)[nH]c1=S	11	x	1	2	0	8	-6
CC(=O)/C(=N\Nc1ccc(Cl)cc1Cl)Sc1cccc2cccnc12	-2	61*	3	x	-7	16	0
C/C(=N\NC1=N[C@H]2CS(=O)(=O)C[C@H]2S1)c1ccccc1	1	x	-1	-22	-4	3	-2
O=C(C[C@H]1CC[C@@H](NC(=O)NC2CCCCC2)[C@H](CO)O1)NCc1ccccc1	-5	-9	-4	5	-11	-1	0
CC(=O)Nc1ccc(C(=O)N2CCCCC2c2cc(C(=O)N3CCOCC3)no2)cc1 (centres undefined)	10	x	-3	4	-3	4	3
CSc1ccc(OC2CCN(Cc3ccccc3)CC2)cc1	18	-20	0	13	x	-123	4
O=C(O)/C=C/c1cnn(-c2ccccc2)c1	12	-5	-2	59*	3	31	1
Nc1nc(-c2ccc(Oc3ccccc3)cc2)cs1	-19	-4	-3	-88	-1	-67	-4
O=C(CNS(=O)(=O)c1ccc(Br)s1)NCc1ccc(F)cc1	11	-2	2	17	-2	-3	7
Cc1ncc([N+](=O)[O-])n1CCN1C(=O)c2ccccc2C1=O	0	2	3	-15	-1	-5	1
NC(=O)c1nn(-c2ccccc2)nc1NC(=O)CSc1nnnn1-c1ccc(Cl)cc1	1	-2	x	-3	x	x	x
CCC[C@H]1CN(c2ccc(Br)cc2)C(=O)[C@@H]1CC(=O)NC	10	x	2	13	2	3	0
O=C(C1CC1)N1CC(=O)N2[C@H](CO)[C@H](c3ccc(C#Cc4cccc(F)c4)cc3)[C@@H]2C1	-7	x	u	-1	6	-4	4
O=C(/C=C/[C@H]1O[C@@H](n2ccc(=O)[nH]c2=O)[C@H](O)[C@@H]1O)NCc1ccc2c(c1)OCO2	-9	x	-16	-17	-1	3	2
CC12CCC(=O)N1C(C(=O)Nc1nc3ccc(S(C)(=O)=O)cc3s1)CS2 (centres undefined)	2	4	0	-7	1	x	5
COc1ccc(N(C)C(=O)C2CCN(S(=O)(=O)c3cccc4nonc34)CC2)c(OC)c1	-2	-1	-1	3	-6	5	-3
O=C(CSc1nnc(-c2ccccc2F)o1)NC1CCCCC1	5	-6	6	-1	-2	-8	-2
CCC1CCCCN1C(=O)COC(=O)c1cc(C)nc2ccccc12 (centres undefined)	6	4	2	-25	-1	4	3
O=C1C(=O)N(Cc2cccnc2)C(c2cccc(Br)c2)/C1=C(/O)c1ccc2c(c1)OCO2 (centres undefined)	6	28	9	-19	3	-5	8
CCC(=O)NC(=S)Nc1ccc(NC(=O)c2ccccc2[N+](=O)[O-])cc1	-7	-4	-1	-3	x	-8	2
Cc1ccc(S(=O)(=O)N(C)C[C@H]2Oc3ccc(NS(=O)(=O)c4c(C)noc4C)cc3C(=O)N([C@@H](C)CO)C[C@@H]2C)cc1	-1	7	-1	18	-5	0	0
O=C(CNC(=O)c1ccc(Cl)cc1)OC1CCOC1=O (centres undefined)	12	-8	-3	x	-5	-2	1
C/C(=N\Nc1nccnc1Cl)c1c(F)c(F)c(F)c(F)c1F	20	x	-6	-11	-2	11	1
COc1ccc(CN(C)C[C@H]2Oc3ccc(NC(=O)CCC(F)(F)F)cc3CC(=O)N([C@@H](C)CO)C[C@H]2C)cc1	21	3	9	-36	5	2	3
CCOc1ccccc1C(=O)N1CCC[C@@H]1C(=O)N1CCC[C@H]1C(=O)NCc1ccccc1	-33	x	4	3	x	0	-2
COc1cc(/C=C/C(=O)c2ccc(C)cc2)ccc1OCC#N	8	-11	u	46	-2	-25	2
Cc1ccc(Cl)c(NC(=O)CN(C)CC(=O)Nc2ccc(F)c(F)c2F)c1Cl	2	7	-6	-13	-5	-4	1
CCCNC(=O)N[C@H]1C=C[C@@H](CC(=O)N2CCN(C)CC2)O[C@H]1CO	-17	5	12	-6	2	0	1
Cc1nc(-c2ccc(NC(=O)CC(C)C)cc2)cs1	-197	0	x	-78	x	x	x

Compound profiles, from the list above. Screens in order: PAX8 reporter	ARNT-TACC3 inh	DENV2 CPE rescue	LGR2 antag	SIRT5 block	EWS-Fli inh	CASP6 VEID inh
CCN(CC)C(=O)[C@H]1CC(CC(=O)NCc2cccc(C(F)(F)F)c2)C(=O)N2CCc3c([nH]c4ccc(OC)cc34)[C@]12C (some centres undefined) as listed: 7	7	x	1	3	9	2
O=C(O)/C=C/c1cnn(-c2ccccc2)c1 as listed: 12	-5	-2	59*	3	31	1

Next entries
structure	PAX8 reporter	ARNT-TACC3 inh	DENV2 CPE rescue	LGR2 antag	SIRT5 block	EWS-Fli inh	CASP6 VEID inh
CCO[C@@H]1OC(C(=O)NCc2ccccc2)=C[C@H](C2CC2)[C@H]1CCCO	-10	13	0	14	-2	-4	-2
Cn1c(CNC(=O)C2CCCCC2)cc2ccccc21	-1	-3	-3	-10	-1	-8	-3
COc1ccc(CNC(=O)c2cc3c(s2)CS(=O)C3)cc1 (centres undefined)	18	4	-4	9	-3	-6	-1
CC(C)CC1C(=O)N(Cc2cn(Cc3ccco3)nn2)CCS(=O)(=O)N1Cc1ccc(-c2ccc(Cl)cc2)cc1 (centres undefined)	0	x	23*	3	-4	25	8
CCOc1ccc(CCNC(=O)C2CCN(S(=O)(=O)c3ccc(C)cc3)CC2)cc1OCC	-6	2	-7	-3	-3	2	1
CCn1cnc2cc(NCc3ccc(Br)cc3)ccc21	-169	x	-4	-70	-4	-141	-2
NS(=O)(=O)c1ccc(NC(=O)Nc2ccc(S(N)(=O)=O)cc2)cc1	2	x	-4	-5	15*	-11	-1
CN1C(=O)c2cc(NC(=O)c3ccccc3)ccc2OC[C@@H]2O[C@H](CC(=O)O)CC[C@@H]21	4	-11	2	-7	-24	8	2
O=C(C1CCCCC1)N1CC(=O)N2[C@@H](CO)[C@@H](c3ccc(C#CCc4ccccc4)cc3)[C@@H]2C1	x	x	7	8	0	x	0
Cc1cc(=O)oc2cc(NC(=O)C(C)Oc3ccccc3)ccc12 (centres undefined)	-26	5	-5	-20	4	-21	0
COc1ccc(S(=O)(=O)Nc2ccc3c(c2)C(=O)N([C@@H](C)CO)C[C@H](C)[C@@H](CN(C)S(=O)(=O)c2cccs2)O3)cc1	x	-2	-4	-6	-2	0	2
CN1CCc2cc(Cl)c(O)cc2[C@@H](c2ccccc2)C1	8	0	6	x	0	4	7
CC(C)=C(NC(=O)c1ccccc1)C(=O)Nc1ccc(C(=O)O)cc1	-2	-3	-1	6	-1	0	-1
CC1(C(=O)NS(=O)(=O)c2ccc(C#N)cc2)CCN1C(=O)CC1CCCCC1 (centres undefined)	-31	x	-3	15	2	4	3
O=C(C[C@@H]1C=C[C@H](NC(=O)C2CC2)[C@@H](CO)O1)NCc1ccncc1	9	-2	2	-5	-7	-2	-3
Cc1ccc2nc(C)cc(C(=O)OCC(=O)Nc3c(C)n(C)n(-c4ccccc4)c3=O)c2c1	11	-2	0	19	2	4	2
Cc1[nH]c2ccc(OCc3ccccc3)cc2c1CCN1C(=O)OC(C)(C)C1(C)O (centres undefined)	-3	4	-7	-20	0	-9	0
Cc1ccc(NC(=O)C2CCN(S(=O)(=O)c3ccc4c(c3)NC(=O)C(C)S4)CC2)cc1C (centres undefined)	1	-5	10	14	10	9	0
Cc1ccc(S(C)(=O)=O)cc1S(=O)(=O)Nc1ccccc1	13	-2	x	-13	x	x	x
COc1ccc(NC(=O)N(C)C[C@@H]2OCCCC[C@@H](C)Oc3ccc(NS(=O)(=O)c4c(C)noc4C)cc3C(=O)N([C@H](C)CO)C[C@H]2C)cc1	7	1	u	8	x	9	x
CC(C)C[C@H]1CN(CCCC[C@H]2CNC(=O)C(=O)N2CCC2CCCCC2)C(=O)C(=O)N1CCC1CCCCC1	10	x	-7	5	3	14	-2
CN1CCN(C(=O)C[C@@H]2C[C@H]3c4cc(NC(=O)Nc5ccc(C(F)(F)F)cc5)ccc4O[C@H]3[C@@H](CO)O2)CC1	-26	0	5	6	-3	-7	3
Cc1ccc(C)c(N2N=C(C(=O)OCc3nnc(-c4ccccc4)o3)CCC2=O)c1	3	-28	2	-9	-5	-11	3
COc1ccc(CNC(=O)C[C@@H]2CC[C@@H](NS(=O)(=O)c3cccc(OC)c3)[C@@H](CO)O2)cc1	10	8	u	7&5	-1	4&-3	-2&-1
COc1ccc(-c2nc(CS(=O)CC(=O)NCCN3CCCCCC3)c(C)o2)cc1OC (centres undefined)	7	-2	-2	-4	-8	x	-111
CCCCN(C(=O)CSc1nnnn1C)c1c(N)n(Cc2ccccc2)c(=O)[nH]c1=O	-10	-3	x	5	-7	-5	1
